Pin1 inh – qHTS Assay to Find Inhibitors of Pin1. Peptidyl-prolyl cis-trans isomerase NIMA-interacting 1 (Homo sapiens), Q13526. Potency, µM (series often up to 115 µM), without a hit: at the highest dose activity, negative = inhibition, most hits filed as inhibitors. Pin1 FP peptide displacement, HiFluor488, 10 min. 390,000 tested, 0.009% active; active = well fitted inhibition curve with a large enough effect in the polarisation, with a control signal flat, not every such curve was filed as active; inconclusive = small, poorly fitted or top-dose-only effect, or effect the other way, or a change in a side signal; inactive = no such curve, though single readings can be large or run the other way; the % refers to the polarisation; note: % is set by controls: 0 for no effect and ±100 for the full control effect
Target sequence (Q13526 whole entry, looked up): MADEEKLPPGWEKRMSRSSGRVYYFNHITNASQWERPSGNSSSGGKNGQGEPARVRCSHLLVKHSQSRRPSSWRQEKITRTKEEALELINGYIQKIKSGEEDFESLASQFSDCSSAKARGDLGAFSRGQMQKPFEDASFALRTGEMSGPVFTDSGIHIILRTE
HP1b binding inh – HTS for Inhibitors of HP1-beta Chromodomain Interactions with Methylated Histone Tails. AID 540317, 2011. AlphaScreen HP1-beta / biotin-H3K9me3 peptide binding. 390,000 tested, 0.56% active. Potency, µM (top dose mostly 114 µM), for the others: at the highest dose activity change, negative = inhibition, actives largely listed as inhibitors. Chromobox protein homolog 1 (Homo sapiens), P83916; note: nearly all actives have a fitted effect of over 70% in size; inactives centre near 23
Target sequence (P83916 whole entry, looked up): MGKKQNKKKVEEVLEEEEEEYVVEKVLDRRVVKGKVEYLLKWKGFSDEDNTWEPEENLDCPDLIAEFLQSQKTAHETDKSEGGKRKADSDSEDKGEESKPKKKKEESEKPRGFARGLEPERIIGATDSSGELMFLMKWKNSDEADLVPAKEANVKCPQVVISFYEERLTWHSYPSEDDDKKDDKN
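AlphaScreen: HP1-beta (50 nM) preformed 30 min with biotin-H3(1-18)K9me3 peptide (50 nM) in PBS pH 7.4, 0.01% Tween-20. Compound added for 30 min at RT, then streptavidin donor/nickel chelate acceptor beads (10 ug/mL) for 30 min.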
JMJD2A Tudor – qHTS Assay for Inhibitors of JMJD2A-Tudor Domain | 390,000 tested, 4.4% active | AlphaScreen JMJD2A-Tudor / H3K4me3 peptide binding | Potency, µM (titrated, usually from 114 µM), for inactives: at the highest dose activity change, negative = inhibition, most hits filed as inhibitors | Lysine-specific demethylase 4A (Homo sapiens), O75164 | AID 504339, 2011; note: % is set by controls: 0 for no effect and ±100 for the full control effect; nearly all actives have a fitted effect of over 50% in size
RGS4 inhibitor – Inhibitors of Regulator of G Protein Signaling (RGS) 4: qHTS; Transcreener GDP fluorescence polarization, RGS4-accelerated GTP hydrolysis; Potency, µM (highest dose often 114 µM), for the others: top-dose activity change, negative = inhibition, usual class: inhibitors; 390,000 tested, 0.039% active; AID 504845, 2011; note: % is set by controls: 0 for no effect and ±100 for the full control effect; nearly all actives have a fitted effect of over 75% in size; some results filed as inactive show a strong effect at the top dose
Target sequence (P49798 whole entry, looked up): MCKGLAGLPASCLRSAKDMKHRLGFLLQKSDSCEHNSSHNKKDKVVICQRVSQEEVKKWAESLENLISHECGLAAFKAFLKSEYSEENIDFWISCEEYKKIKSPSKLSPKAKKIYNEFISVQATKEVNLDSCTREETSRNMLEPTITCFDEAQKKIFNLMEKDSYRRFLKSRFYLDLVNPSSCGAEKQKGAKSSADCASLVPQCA
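MLSMR compounds (23 nl, pin-transferred) preincubated 10 min at room temperature with a 500nM (2x) first reagent, then RGS4 at 900nM (2x) plus Transcreener GDP mix added; fluorescence polarization (620/688 nm) read before and after 90 min at 30 °C.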
rTrxR1 inhibitor – qHTS Assay for Inhibitors of Mammalian Selenoprotein Thioredoxin Reductase 1 (TrxR1): qHTS. recombinant rTrxR1, NADPH fluorescence consumption, selenite substrate. Potency, µM (highest dose often 114 µM), inactives show at the highest dose activity change, negative = inhibition, actives largely listed as inhibitors. Thioredoxin reductase 1, cytoplasmic (Rattus norvegicus), O89049. 390,000 tested, 1% active; note: % is set by controls: 0 for no effect and ±100 for the full control effect; nearly all actives have a fitted effect of over 65% in size
Target sequence (O89049 whole entry, looked up): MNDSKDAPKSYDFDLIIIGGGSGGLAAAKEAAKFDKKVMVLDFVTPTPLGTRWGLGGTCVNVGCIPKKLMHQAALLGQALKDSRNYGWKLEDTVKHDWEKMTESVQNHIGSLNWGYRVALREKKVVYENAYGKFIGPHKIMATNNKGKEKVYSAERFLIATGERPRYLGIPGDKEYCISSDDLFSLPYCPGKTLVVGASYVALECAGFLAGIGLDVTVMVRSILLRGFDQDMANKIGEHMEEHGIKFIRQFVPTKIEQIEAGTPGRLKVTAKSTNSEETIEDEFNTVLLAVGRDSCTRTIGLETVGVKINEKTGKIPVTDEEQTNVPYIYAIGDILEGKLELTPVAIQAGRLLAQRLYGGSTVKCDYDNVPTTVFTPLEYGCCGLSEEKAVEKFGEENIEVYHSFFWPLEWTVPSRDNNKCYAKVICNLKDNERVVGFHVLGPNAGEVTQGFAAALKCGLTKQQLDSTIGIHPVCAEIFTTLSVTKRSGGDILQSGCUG
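Rat TrxR1 (90 nM in the dispensed reagent) was pre-reduced with 400 uM NADPH for 5 min at room temperature, then incubated with compound for 15 min. After 400 uM selenite was added, NADPH fluorescence (Ex 340/Em 450 nm) was followed for 8 min.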
ERG-DNA inh – qHTS for Small Molecule Inhibitors of the ERG Ets/DNA interaction | Transcriptional regulator ERG (Homo sapiens), P11308 | fluorescence polarization, His-ERG Ets domain / labelled DNA | Potency, µM (doses to about 76.9 µM), for inactives: at the top dose FP activity, negative = inhibition, most hits filed as inhibitors | 370,000 tested, 0.028% active; active = well fitted inhibition curve with a large enough effect in the polarisation, with a control signal flat; inconclusive = small, poorly fitted or top-dose-only effect, or effect the other way, or a change in a side signal; inactive = no such curve, though single readings can be large or run the other way; the % refers to the polarisation;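 note: polarization taken with two DNA probes labelled with fluorescein and Texas red; % of control where 0% means no effect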
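His-tagged ERG Ets domain (1 uM in the protein solution; 300mM KCl, 50mM Tris-HCl, 1mM EDTA, 1mM DTT, pH 7.5) received compound, then a probe mix of 5 nM fluorescein-DNA and 100nM Texas-615-DNA. Fluorescence polarization was read for both dyes.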
GLS inhibitor – qHTS for Inhibitors of Glutaminase (GLS). Glutaminase kidney isoform, mitochondrial (Homo sapiens), O94925. GLS enzymatic activity, qHTS titration. Potency, µM (highest dose often 45.5 µM), for inactives: at the highest dose activity change, negative = inhibition, usual class: inhibitors. 410,000 tested, 0.21% active. AID 624170, 2012; note: % is set by controls: 0 for no effect and ±100 for the full control effect
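Two-point fluorescence kinetic (t0, 30 min RT) for hKGA; glutamate detected via glutamate oxidase–HRP–Amplex Red. Substrate: 1 mM L-glutamine solution; buffer 45 mM KH2PO4, pH 8.2.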
PGK inhibitor – qHTS Assay to Find Inhibitors of Phosphoglycerate Kinase. Phosphoglycerate kinase, glycosomal (Trypanosoma brucei brucei), P07378. PGK/GAPDH coupled, Kinase-Glo luminescence, 60 min. Potency, µM (doses to about 57.5 µM), inactives show at the highest dose activity change, negative = inhibition, hits mostly inhibitors. 380,000 tested, 0.043% active; note: % is set by controls: 0 for no effect and ±100 for the full control effect; nearly all actives have a fitted effect of over 60% in size
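Luminescent ATP detection (Kinase-Glo Plus) follows a 60-minute room-temperature incubation, with wells lacking PGK as controls. Buffer: 100 mM TEA (pH 7.6), 5 mM MgCl2, 0.01% Tween-20. Coupling enzyme GAPDH (100 nM final) supplies unstable 1,3-BPG in-well.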
12-LOX inh – Primary qHTS assay for inhibitors of human arachidonate 12S-lipoxygenase (ALOX12): Round 2; Polyunsaturated fatty acid lipoxygenase ALOX12 (Homo sapiens), P18054; purified 12hLO, xylenol orange hydroperoxide absorbance; Potency, µM (series often up to 108 µM), for inactives: at the top dose activity change, negative = inhibition, hits mostly inhibitors; 580,000 tested, 1.1% active; note: % is set by controls: 0 for no effect and ±100 for the full control effect
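Purified human 12hLO (150 nM final) in 25 mM Hepes, 0.01% Triton X-100, pH 7.0 was preincubated 15 min at room temperature with compound. Then 40 uM arachidonic acid was added, 30 min. Hydroperoxide was read by Fe-XO absorbance ratio 573/405 nm.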
Starred values were filed as active, the others as inactive; i = inactive; ? = inconclusive; [ ] = another dose, or the depositor's remark. Unless noted, calls come from the whole dose curve; as a rule, active = well fitted curve in the direction sought with a large enough effect; inconclusive = small, poorly fitted or top-dose-only effect, or another doubt; inactive = no such curve, though single readings can be large; an effect the other way counts as inactive or inconclusive. Potency is the fitted concentration of half-maximal effect. The list is partial; the hit share may differ from the screen's.

compound	Pin1 inh	HP1b binding inh	JMJD2A Tudor	RGS4 inhibitor	rTrxR1 inhibitor	ERG-DNA inh	GLS inhibitor	PGK inhibitor	12-LOX inh
COc1ccc(OCc2nc(C#N)c(N3CCN(c4ccc(OC)cc4)CC3)o2)cc1	39%[activator]	-7%	?	0%	7%	3%	20%	2%	-1%
CC(C)CCNC(=O)c1cnc2sc(N3CCCCC3)nn2c1=O	-1%	25%	1%	-9%	20%[57.1 µM]	-5%	-11%	-7%	-8%
CCn1cc(C(=O)N[C@@H](CCSC)C(=O)NCCCN2CCOCC2)c(=O)c2cc3c(cc21)OCO3	-2%	60%[activator]	-8%	-25%[56.9 µM]	-1%[57.1 µM]	-4%	-4%	-7%	0%
CCCN(C(=S)Nc1ccccc1)C1CCS(=O)(=O)C1 (centres undefined)	2%	32%	-1%	-25%	-18%	9%	-2%	i	-12%
COc1ccc(NC(=O)c2c(F)cccc2Cl)cc1S(=O)(=O)N1CCOCC1	0%	19%	-8%	-14%	12%[57.1 µM]	14%	-12%	5%	-21%
C/C=C(/C)C(=O)O[C@@H]1c2c(ccc3ccc(=O)oc23)OC(C)(C)[C@@H]1OC(C)=O	-16%	17%	-24%	-15%	?	-4%	1%	-12%	?
CCOC(=O)N1CCc2c(sc3c2c(=O)n(-c2ccccc2)c(=O)n3CC(=O)Nc2ccc(OC)cc2OC)C1	-8%	26%	-8%	1%	0%	13%	-8%	-12%	?
CNC(=S)N/N=C/c1ccccc1OCC(=O)O	-5%	6%[57 µM]	?	4%	5%	-5%	15%	i	5%
O=C(CCc1ccccc1O)N/N=C/c1ccc(Sc2cccc3cccnc23)o1	29%	?	-27%	-25%	-12%	-2%	-5%	6%	0%
Cc1cc(C(=O)N2CCC(CO)(Cc3cccc(C(F)(F)F)c3)CC2)n[nH]1	-7%	34%[activator]	6%	9%	23%	8%	-4%	-4%	5%

Some of these compounds in order of SMILES length, smallest number first:
compound	Pin1 inh	HP1b binding inh	JMJD2A Tudor	RGS4 inhibitor	rTrxR1 inhibitor	ERG-DNA inh	GLS inhibitor	PGK inhibitor	12-LOX inh
CNC(=S)N/N=C/c1ccccc1OCC(=O)O	-5%	6%[57 µM]	?	4%	5%	-5%	15%	i	5%
CCCN(C(=S)Nc1ccccc1)C1CCS(=O)(=O)C1 (centres undefined)	2%	32%	-1%	-25%	-18%	9%	-2%	i	-12%
CC(C)CCNC(=O)c1cnc2sc(N3CCCCC3)nn2c1=O	-1%	25%	1%	-9%	20%[57.1 µM]	-5%	-11%	-7%	-8%
O=C(CCc1ccccc1O)N/N=C/c1ccc(Sc2cccc3cccnc23)o1	29%	?	-27%	-25%	-12%	-2%	-5%	6%	0%
COc1ccc(NC(=O)c2c(F)cccc2Cl)cc1S(=O)(=O)N1CCOCC1	0%	19%	-8%	-14%	12%[57.1 µM]	14%	-12%	5%	-21%
COc1ccc(OCc2nc(C#N)c(N3CCN(c4ccc(OC)cc4)CC3)o2)cc1	39%[activator]	-7%	?	0%	7%	3%	20%	2%	-1%
Cc1cc(C(=O)N2CCC(CO)(Cc3cccc(C(F)(F)F)c3)CC2)n[nH]1	-7%	34%[activator]	6%	9%	23%	8%	-4%	-4%	5%
C/C=C(/C)C(=O)O[C@@H]1c2c(ccc3ccc(=O)oc23)OC(C)(C)[C@@H]1OC(C)=O	-16%	17%	-24%	-15%	?	-4%	1%	-12%	?
CCOC(=O)N1CCc2c(sc3c2c(=O)n(-c2ccccc2)c(=O)n3CC(=O)Nc2ccc(OC)cc2OC)C1	-8%	26%	-8%	1%	0%	13%	-8%	-12%	?

(next part)
compound	Pin1 inh	HP1b binding inh	JMJD2A Tudor	RGS4 inhibitor	rTrxR1 inhibitor	ERG-DNA inh	GLS inhibitor	PGK inhibitor	12-LOX inh
CC(=O)c1c(O)cc(C)n(Nc2nc(C)cc(C)n2)c1=O	3%	34%	?	-29%	-10%	1%	21%	-9%	7%
C[C@H](NC(N)=O)C(=O)OCC(=O)NCc1cccs1	-1%	9%	-3%	17%	7%[57.1 µM]	-10%	-1%	-9%	-17%
COc1ccc(N(CC(=O)NCCc2ccccc2)C(=O)CCC(=O)Nc2ccccn2)cc1	-1%	5%	0%	-12%	18%	-10%	-5%	-2%	15%
O=S(=O)(Nn1cnnc1)c1ccccc1	1%	35%	-3%	-7%	-14%	0%	-10%	-5%	-68%
COc1ccc(/C=N/NC(=O)C[n+]2ccccc2)c(OC)c1OC	-4%	19%	?	-3%	7%[57.1 µM]	-2%	3%	i	17%
COc1ccccc1OCc1ccc(C(=O)Nc2ccc(C)c(C)c2)o1	12%	65%[activator]	-20%	-25%	-6%[57.1 µM]	2%	-1%	2%	-19%
Cc1ccc(NC(=O)COC(=O)c2ccc(S(=O)(=O)N3CCCCC3)cc2)cc1	-2%	33%	-3%	3%	22%	-17%	0%	-2%	-1%
Cc1cc(C)cc(S(=O)(=O)Nc2cccc(-c3ccc(N4CCOCC4)nn3)c2)c1	33%[activator]	12%[57 µM]	-30%	-3%	-1%[57.1 µM]	3%	-1%	3%	-7%
Cc1ccnc(NC(=O)CCC(=O)N(Cc2ccco2)C(C(=O)NC(C)C)c2ccc(F)cc2)c1 (centres undefined)	-3%	21%	-8%	4%	1%	-3%	-13%	-2%	-2%
Cc1ccc(C(=O)Nc2nc(-c3nnn(-c4cccc(C(F)(F)F)c4)c3C)ns2)cc1	1%	23%	-4%	-15%	11%[57.1 µM]	5%	-8%	-10%	-12%
O=C(OCc1nc2ccccc2[n+]([O-])c1C(=O)c1ccccc1)c1cccs1	5%	-18%	79µM*	-17%	-8%	-9%	-11%	-8%	?
COc1ccc(NC(=O)CS(=O)CC(=O)NCC2OCCc3ccccc32)cc1 (centres undefined)	0%	46%[activator]	-11%	-1%	-15%	15%	-1%	-6%	-2%
Cc1ccc(C)c(NC(=O)CSc2nc(=O)n(CCN3CCOCC3)c3c2CCC3)c1	-2%	20%	-12%	6%	8%[57.1 µM]	-6%	-5%	-2%	-29%
Cc1ccc(C)c(NC2CCCCC2NS(=O)(=O)c2ccccc2)c1 (centres undefined)	-6%	28%	-30%	29%	17%	37%[activator]	15%	-8%	34%[activator]
Cc1cnn(C(=S)NCc2ccco2)c1	-8%	?	-33%	-11%	-13%	-4%	1%	-2%	-21%
Cc1cccc(N2CCN(C(=O)CCS(=O)(=O)c3ccc4c(c3)NC(=O)C(C)S4)CC2)c1C (centres undefined)	32%[activator]	38%	-7%	14%[56.9 µM]	16%	4%	-13%	-3%	13%
O=Cc1cn(CC(=O)N2CCCCCC2)c2ccccc12	-1%	18%	-17%	10%	17%	4%	-3%	-11%	10%
CCOC(=O)c1ccccc1NC(=O)Cn1c(=O)n(Cc2nc(C)no2)c(=O)c2ccccc21	4%	41%[activator]	-12%	39%	15%	-3%	-4%	-3%	?
COc1ccc(NC(=O)c2nn(C)c(C(=O)Nc3ccc(OC)cc3)c2[N+](=O)[O-])cc1	2%	32%	-2%	20%	6%	-5%	4%	0%	35%[activator]
CCn1c(C)c(C)c2cc(C(=O)NCc3ccc(OC(C)C)cc3)ccc21	27%	14%	?	-1%	24%[57.1 µM]	-6%	4%	10%	?
CCCCCn1c(=O)[nH]c2cc(C(=O)NCc3ccc(F)cc3)ccc2c1=O	1%	20%	-2%	-21%	30%	-14%	-3%	7%	-5%
CC(=O)N1c2ccc(S(=O)(=O)N3CCC(C(=O)NC(C)c4ccccc4)CC3)cc2CC1C (centres undefined)	-5%	45%[activator]	3%	5%	17%	5%	0%	i	0%
O=C(NCC1CCS(=O)(=O)C1)NCC1CCS(=O)(=O)C1 (centres undefined)	-8%	22%	-13%	-11%	11%	0%	-10%	-1%	-19%
CCCS(=O)(=O)N1CCCC(C(=O)NC2CCCCC2)C1 (centres undefined)	-4%	10%	-22%	6%	7%	15%	6%	0%	437%[activator]

Record cards, as listed above. Screens in order: Pin1 inh	HP1b binding inh	JMJD2A Tudor	RGS4 inhibitor	rTrxR1 inhibitor	ERG-DNA inh	GLS inhibitor	PGK inhibitor	12-LOX inh
`Cc1cc(C(=O)N2CCC(CO)(Cc3cccc(C(F)(F)F)c3)CC2)n[nH]1` as listed: -7%	34%[activator]	6%	9%	23%	8%	-4%	-4%	5%
`COc1ccc(NC(=O)CS(=O)CC(=O)NCC2OCCc3ccccc32)cc1` (centres undefined) as listed: 0%	46%[activator]	-11%	-1%	-15%	15%	-1%	-6%	-2%
